Screening results as filed in PubChem BioAssay.
NF-kB neuron act = activators of NF-kB expression in neurons, primary screen, cell-based, HTS. AID 1239, 2008. fold change at 12.5 µM. 1.6% of 190,000 active. human neuronal cells, NF-kB reporter expression; active compounds read high; in the data active = fold change above about 3.3
ROMK primary = ROMK potassium channel modulators, primary screen, cell-based, thallium flux, MLSMR library; B-score at 10 µM; 2% of 130,000 active; ATP-sensitive inward rectifier potassium channel 1 (Homo sapiens), P48048; Tet-inducible ROMK, thallium flux fluorescence; actives lie on both sides;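 active = signal ratio slope over the read window, or its plate-corrected B-score, at least 3 SD from the plate mean, either direction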;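 note: B-score of the F/F0 ratio slope over 7 to 12 s after thallium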
Target sequence (P48048 whole entry, looked up): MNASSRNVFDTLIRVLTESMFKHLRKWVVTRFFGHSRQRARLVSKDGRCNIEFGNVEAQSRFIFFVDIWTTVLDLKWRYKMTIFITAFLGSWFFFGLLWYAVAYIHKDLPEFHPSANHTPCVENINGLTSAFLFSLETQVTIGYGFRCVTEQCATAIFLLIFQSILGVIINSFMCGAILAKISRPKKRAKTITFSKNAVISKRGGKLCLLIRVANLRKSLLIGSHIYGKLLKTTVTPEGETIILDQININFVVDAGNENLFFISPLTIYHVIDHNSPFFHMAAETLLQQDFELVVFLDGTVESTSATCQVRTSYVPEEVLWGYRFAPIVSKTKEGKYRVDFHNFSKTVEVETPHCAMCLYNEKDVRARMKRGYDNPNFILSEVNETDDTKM
STAT1 inh = STAT1 signaling inhibitors, primary screen, cell-based, HTS, luciferase reporter; inhibition, % at 5.5 µM; AID 920, 2007; 0.35% of 200,000 active; NIH 3T3 STAT1-luciferase reporter, IFN-gamma, luminescence;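 active = inhibition above a set limit, the mean inhibition across all tested compounds plus 3 SD, cut at about 34% in these data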;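 note: 0% = IFN-gamma with DMSO and 100% = IFN-gamma with 300 µM nifuroxazide; values of inactives mirror those of a sister screen read the other way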
FLuc inh counter = firefly luciferase enzyme inhibitors, primary screen, artefact control for luciferase-based inhibitor screens, biochemical, luminescence, ATPLite; Luciferin 4-monooxygenase (Photinus pyralis), P08659; 10 min; inhibition, % at 10 µM; 1.5% of 200,000 active; AID 1006, 2008;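 active = inhibition above about 50% when tested at 10 µM, limit read from the data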
Target sequence (P08659 whole entry, looked up): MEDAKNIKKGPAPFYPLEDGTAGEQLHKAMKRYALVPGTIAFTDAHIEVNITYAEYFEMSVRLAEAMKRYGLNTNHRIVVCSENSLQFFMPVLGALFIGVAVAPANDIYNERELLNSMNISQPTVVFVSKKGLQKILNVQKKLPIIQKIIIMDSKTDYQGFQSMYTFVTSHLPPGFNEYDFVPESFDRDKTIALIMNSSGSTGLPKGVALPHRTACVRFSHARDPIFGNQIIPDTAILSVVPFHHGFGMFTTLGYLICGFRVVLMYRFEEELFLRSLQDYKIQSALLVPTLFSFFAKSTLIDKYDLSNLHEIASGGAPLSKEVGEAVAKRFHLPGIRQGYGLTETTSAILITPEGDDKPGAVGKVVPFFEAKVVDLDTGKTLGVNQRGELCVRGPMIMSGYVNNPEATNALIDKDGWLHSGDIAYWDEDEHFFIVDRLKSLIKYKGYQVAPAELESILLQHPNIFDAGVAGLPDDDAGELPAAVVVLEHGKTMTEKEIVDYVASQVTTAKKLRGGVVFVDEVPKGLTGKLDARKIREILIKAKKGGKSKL
APP transl inh = inhibitors of APP translation via 5'UTR reporter, primary screen, APP 5'UTR luciferase, SH-SY5Y cells; SH-SY5Y APP 5'UTR-luciferase reporter, luminescence; inhibition, % at 2 µM; 0.82% of 190,000 active; AID 1285, 2008;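 active = inhibition above a set limit, derived from the sample mean plus 3 SD, cut at about 45% in these data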; note: values of inactives mirror those of a sister screen read the other way
STAT3 act = IL-6 driven STAT3 reporter potentiators, primary screen, U3A cells, luciferase, luminescence, MLSCN library. IL-6 STAT3-luciferase reporter; 100% = signal with IL-6 EC80 alone. activation (% of control), % at 5.6 µM. 0.91% of 190,000 active;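 active = activation above the screen-wide mean of compound activation plus 3 SD, cut at about 130% in these data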;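 note: 0% = background luminescence of wells with medium and substrate only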
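Material: human STAT1-deficient U3A cells with stable STAT3-luciferase reporter / Probe or stimulus: IL-6 stimulus at 33 ng/mL final / Schedule: 1 h compound pre-exposure, 6 h IL-6 stimulation, 37 °C / Technique: luminescence / Read-out basis: percent of IL-6-only median luminescence / Control set: IL-6-only high control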
STAT1 act = STAT1 signaling activators, primary screen, cell-based, HTS, luciferase reporter. NIH 3T3 STAT1-luciferase reporter, IFN-gamma, luminescence; 100% = IFN-gamma alone, no compound. activation (% of control), % at 5.5 µM. AID 932, 2007. 2.6% of 200,000 active;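 active = activation above the screen-wide mean activation plus 3 SD, cut at about 130% in these data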;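 note: raw ratio to IFN-gamma control signal so 100% means no change and 0% no light; values of inactives mirror those of a sister screen read the other way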
FLuc stim CS = FLuc activators, initial screening, artefact control for FLuc-dependent activation tests, biochemical, ATPlite luminescence. 200,000 tested, under 10 active. Luciferin 4-monooxygenase (Photinus pyralis), P08659. activation factor at 10 µM. ATPlite luciferase biochemical, 10 min; 0 = ATP-free wells, 1 = DMSO control. AID 1027, 2008;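 active = luciferase activation factor, scaled between plate controls, of at least 2 with compound at 10 µM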
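Assay system – cell-free luciferase reagent · Medium – PBS-based ATP solution · Dosing – test compounds dosed from 2 mM stocks in 100% DMSO · Timing – 10 min, room temperature · Technique – light output (luminescence) · Measure – luminescence gain marking luciferase activators · Controls – No-ATP low control, compound-free enzyme-plus-ATP high control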
APP 5'UTR act = activators of APP 5'UTR luciferase reporter, primary screen, SH-SY5Y cells; SH-SY5Y APP 5'UTR luciferase reporter, luminescence; zero percent = DMSO vehicle wells; activation, % at 2 µM; 1% of 190,000 active;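 active = activation above a set limit, based on mean plus 3 SD of controls, cut at about 140% in these data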; note: values of inactives mirror those of a sister screen read the other way
STAT3 inh = IL-6 driven STAT3 reporter inhibitors, primary screen, U3A cells, luciferase, luminescence, MLSCN library; inhibition, % at 5.5 µM; IL-6 STAT3-luciferase reporter; host cell line lacks STAT1; 0.89% of 190,000 active;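 active = inhibition above the mean inhibition across all screened compounds plus 3 SD, cut at about 44% in these data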;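 note: 0% = DMSO only wells and 100% = 100 µM nifuroxazide control wells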
* marks the source's active call; other numbers are inactive results; . = not tested or not shown. This is a random part of the collection; any-hit rate near 7.1%.

SMILES	NF-kB neuron act	ROMK primary	STAT1 inh	FLuc inh counter	APP transl inh	STAT3 act	STAT1 act	FLuc stim CS	APP 5'UTR act	STAT3 inh
CC(C)C(NC(=O)c1c(F)cccc1F)C(=O)NCC(c1ccccc1)N(C)C (configuration not stated)	1.2	0.84	-2	-5	12	99	101	1.1	-12	3
CCOC(=O)/C(=C/c1c[nH]c2ccccc12)NC(C)=O	1	.	7	-5	-9	106	94	1.1	9	-5
COCCCn1cc(C(=O)c2cc(Br)ccc2O)cc(C#N)c1=O	0.94	0.51	5	4	-7	97	95	1	7	15
O=C(NCCc1ccccn1)/C(=C/c1ccco1)NC(=O)c1ccccc1	1.3	-0.68	0	-1	-17	104	100	1	17	1
CC(=O)c1ccc(OC(C)C)c(Cc2c(O)nc(N)[nH]c2=O)c1	0.95	-0.3	0	-8	.	98	100	1.1	.	2
Cc1ccc(-c2nn3c(C)nnc3s2)cc1NC(=O)c1ccc(OC(C)C)cc1	1.1	.	2	-2	-6	89	98	1	6	18
Cc1nc(NC(=O)COC(=O)c2ccc(S(=O)(=O)N3CCc4ccccc4C3)cc2)c(Cl)cc1Cl	1.1	-0.58	-2	-2	-13	102	100	1	13	8
COCCN(C(=O)CCc1ccccc1OC)c1nnc(-c2cccnc2)s1	0.78	0.38	10	-6	-22	92	90	1.1	22	14
CCc1nc(SCC(=O)NCc2ccc(F)cc2)c2c(=O)n(C)c(=O)n(C)c2n1	1.1	.	2	-3	-1	102	98	1	1	6
CCOC(=O)C1(CCOC)CCN(C2C3CC4CC(C3)CC2C4)CC1 (configuration not stated)	1	0.57	-4	-4	1	105	102	1	-1	-2
COC(=O)c1ccccc1NC(=O)Cc1nc(-c2ccccc2)sc1-c1ccc(C)cc1	0.94	.	6	-2	-13	88	94	1	13	16
Clc1ccc(C2CC(c3cccs3)n3ncnc3N2)c(Cl)c1 (configuration not stated)	0.75	.	10	-7	0	.	90	1.1	0	.
Cc1cc(C)c(NC(=O)CCCN2CCOCC2)c(C)c1	1.1	0.056	1	-2	-22	101	103	1	22	1
O=C(Nc1ccccc1-c1nnc(SCc2ccccc2Cl)o1)c1ccccc1	1.2	.	3	-7	7	91	97	1.1	-7	17
Cc1cc(C)c2[nH]c(=O)c(CN(Cc3ccco3)C(=S)NCC3CCCO3)cc2c1 (configuration not stated)	0.72	-0.64	4	-5	18	106	96	1.1	-18	-10
O=C(O)Cc1sc(-c2ccccc2)nc1-c1cccs1	1.3	0.5	-8	7	-2	105	108	0.9	3	-6
CNc1nc(-c2ccc3c(c2)CCN3C(=O)c2ccccc2C)cs1	3.8*	0.5	-48	31	-193	103	145*	0.7	193*	-2
O=C(CSc1ncccc1-c1nc2ccccc2[nH]1)NCc1ccco1	0.85	0.033	0	6	-16	83	100	0.9	16	22
COCCN(CCOC)C(=O)CC(=O)N(CCOC)CCOC	0.97	-1.3	-4	-8	-2	102	104	1.1	2	5
CC(C)(C)NC(=O)CSc1nnc(-c2ccncc2)n1Cc1ccccc1	1.2	0.45	0	-9	8	96	100	1.1	-8	9
COc1cc(NC(=O)CN2C(=O)c3ccccc3Sc3ccc(C(=O)N4CCOCC4)cc32)cc(OC)c1OC	1.3	.	11	-4	-16	104	88	1	16	-2
COC(=O)c1cn(-c2nc(C)c3c(n2)CCC3)nn1	1.4	0.55	-15	-4	7	96	111	1	-7	10
CN(C(=O)c1ccc(C(=O)N(C)C2CCCCC2)cc1)C1CCCCC1	.	0.24	2	.	-2	97	96	.	2	6
COC(=O)c1c(N(S(C)(=O)=O)S(C)(=O)=O)sc2c1CCN(c1ncc(C(F)(F)F)cc1Cl)C2	3.4*	.	7	1	6	90	91	1	-6	13
O=C(COc1ccc(Cl)cc1Cl)NC(=S)Nc1ccccc1C(=O)O	1.3	2.6	-18	34	16	106	115	0.7	-15	-3
O=C(/C=C/NNC(=O)c1ccc(Br)cc1)c1ccccc1	0.9	.	-14	-4	-2	102	113	1	2	5
CCOc1ccc(S(=O)(=O)N/N=C2/CC(c3ccccc3)Oc3ccccc32)cc1 (configuration not stated)	1.6	0.46	-4	-3	-22	107	104	1	22	0
COc1cccc(C(=O)COc2ccccc2-c2ccccc2)c1	0.93	.	4	-6	7	110	96	1.1	-7	-9
CCCCCn1nc(C)c2c(C)cc(=O)[nH]c21	1.2	-1.4	8	-6	1	102	86	1.1	-1	0
COc1ccc(/C=C/C(=O)NCC2COc3ccccc3O2)cc1OC (configuration not stated)	0.88	0.3	-4	-1	-11	106	102	1	11	-2
Cn1nnc(NC(=S)NC(=O)Cc2ccccc2)n1	1.1	-1.1	1	-5	16	100	98	1	-16	8
CS(=O)(=O)N(CCc1ccccc1)CC(=O)N1CCc2ccccc2C1	0.91	0.033	1	-3	12	99	99	1	-12	4
O=C1c2ccc([N+](=O)[O-])cc2C(=O)N1c1c[nH]c(=O)[nH]c1=O	1	0.23	-7	-4	2	108	105	1	-3	-3
CCc1ccc(Nc2nnc(SCC(=O)NCCN3C(=O)CSC3=O)s2)cc1	1.7	0.00046	-18	84*	.	109	116	0.2	.	-11
O=C(CNC(=O)OCc1ccccc1)NCC(=O)N1CCCC1C(=O)OCc1ccccc1 (configuration not stated)	1	.	7	-4	-1	101	94	1	1	2
COC(=O)c1sccc1NC(=S)Nc1ccccc1	1.2	0.18	11	-7	11	98	92	1.1	-11	0
CNc1nc(Oc2ccc(C(=O)OC)cc2)nc(SC)n1	1.1	-0.62	0	-1	-17	109	96	1	17	-9
CCOC(=O)C1C(=O)NC(N2CCN(Cc3ccccc3)CC2)=NC1c1ccccc1 (configuration not stated)	1.1	0.3	-15	-5	-2	105	114	1.1	2	1
COCCCn1c(C)nnc1SCc1ccc(C(C)(C)C)cc1	0.98	-0.23	-3	-9	3	99	102	1.1	-3	5
Cc1ccccc1-c1nn(-c2ccc(F)cc2F)cc1CNCCN(C)C	0.97	-2	-8	-8	-20	107	106	1.1	20	-4
Cc1ccc2nc(/C(C#N)=C\c3cc(O)ccc3[N+](=O)[O-])[nH]c2c1	1	0.8	7	-4	-6	99	92	1	6	8
CNC(=O)[C@H](C)[C@@H]1C[C@@]1(C)[C@@H](NC(=O)OCc1ccccc1)c1ccccc1	1.1	-0.24	5	-3	-2	99	95	1	2	-2
CN(C)C(=O)c1cn(-c2ccccc2)c(=O)c2ccccc12	1.1	.	-3	-8	-1	102	103	1.1	1	4
Cc1oc(CN2CCOCC2)cc1C(=O)O	1.1	0.33	-5	2	-23	105	105	1	23	-2
CCCCS(=O)(=O)Nc1ccc2ncn(C)c(=O)c2c1	1	.	-1	-8	12	102	96	1.1	-12	1

3 entries out of the list above, arranged by the value under NF-kB neuron act, ascending:
SMILES,NF-kB neuron act
COCCCn1c(C)nnc1SCc1ccc(C(C)(C)C)cc1,0.98
Cc1ccc2nc(/C(C#N)=C\c3cc(O)ccc3[N+](=O)[O-])[nH]c2c1,1
CCc1ccc(Nc2nnc(SCC(=O)NCCN3C(=O)CSC3=O)s2)cc1,1.7

Entries of single compounds, quoted from the list. Order of values: NF-kB neuron act | ROMK primary | STAT1 inh | FLuc inh counter | APP transl inh | STAT3 act | STAT1 act | FLuc stim CS | APP 5'UTR act | STAT3 inh
O=C(CNC(=O)OCc1ccccc1)NCC(=O)N1CCCC1C(=O)OCc1ccccc1 (configuration not stated) in the list: 1 | . | 7 | -4 | -1 | 101 | 94 | 1 | 1 | 2
O=C1c2ccc([N+](=O)[O-])cc2C(=O)N1c1c[nH]c(=O)[nH]c1=O in the list: 1 | 0.23 | -7 | -4 | 2 | 108 | 105 | 1 | -3 | -3

Next part
SMILES	NF-kB neuron act	ROMK primary	STAT1 inh	FLuc inh counter	APP transl inh	STAT3 act	STAT1 act	FLuc stim CS	APP 5'UTR act	STAT3 inh
Cc1ccc(C2c3sc(=O)[nH]c3SC3C4CC(C5C(=O)N(C(C)C(=O)O)C(=O)C45)C23)cc1 (configuration not stated)	1.1	0.72	-1	-4	-9	96	101	1	9	2
O=[N+]([O-])c1ccc(N/N=C\c2ccccc2OCc2ccccc2)cc1	0.99	-0.24	7	-4	11	97	94	1	-11	1
c1ccc(-c2nnc(-c3ccccc3)c(-c3c[nH]c4ccccc34)n2)cc1	1.2	.	5	-1	10	84	96	1	-10	22
O=C(CSc1ccc(-c2ccccn2)nn1)Nc1nccs1	1.1	0.58	-3	0	-8	100	103	1	8	-1
O=[n+]1c2c(n([O-])c3cc(Br)ccc31)CCCC2	0.88	0.39	0	-10	0	94	100	1.1	0	10
CCOC(=O)c1c(C)[nH]c(C(=O)C(C)OC(=O)c2cccc(OCc3c(C)noc3C)c2)c1C (configuration not stated)	0.58	0.74	17	-4	-3	87	84	1	3	23
COc1ccc(C(=O)NC(C(=O)NCC2CCCO2)C(C)C)cc1 (configuration not stated)	1.1	0.15	2	-5	6	106	98	1.1	-6	-2
O=C(/C=C/c1ccco1)Nc1ccccc1N1CCOCC1	1.4	0.71	-1	0	9	91	101	1	-9	9
C=CCNc1nc2c(c(=O)n(C)c(=O)n2C)n1CC	0.94	.	-5	-1	-5	105	105	1	5	2
CN(Cc1ccccc1)Cc1nc2c(c(=O)n(C)c(=O)n2C)n1Cc1ccccc1Cl	0.96	.	7	-6	4	98	94	1.1	-4	6

7 entries picked at random from the list so far:
SMILES	NF-kB neuron act	ROMK primary	STAT1 inh	FLuc inh counter	APP transl inh	STAT3 act	STAT1 act	FLuc stim CS	APP 5'UTR act	STAT3 inh
CN(Cc1ccccc1)Cc1nc2c(c(=O)n(C)c(=O)n2C)n1Cc1ccccc1Cl	0.96	.	7	-6	4	98	94	1.1	-4	6
Cc1ccc(C2c3sc(=O)[nH]c3SC3C4CC(C5C(=O)N(C(C)C(=O)O)C(=O)C45)C23)cc1 (configuration not stated)	1.1	0.72	-1	-4	-9	96	101	1	9	2
O=C(/C=C/c1ccco1)Nc1ccccc1N1CCOCC1	1.4	0.71	-1	0	9	91	101	1	-9	9
CCOC(=O)c1c(C)[nH]c(C(=O)C(C)OC(=O)c2cccc(OCc3c(C)noc3C)c2)c1C (configuration not stated)	0.58	0.74	17	-4	-3	87	84	1	3	23
COc1ccc(C(=O)NC(C(=O)NCC2CCCO2)C(C)C)cc1 (configuration not stated)	1.1	0.15	2	-5	6	106	98	1.1	-6	-2
O=C(CSc1ccc(-c2ccccn2)nn1)Nc1nccs1	1.1	0.58	-3	0	-8	100	103	1	8	-1
O=[n+]1c2c(n([O-])c3cc(Br)ccc31)CCCC2	0.88	0.39	0	-10	0	94	100	1.1	0	10
